# GDH-TPI counter: GDH-TPI coupled enzyme inhibition counter-screen; GDH-TPI coupled enzyme counterscreen, NADH absorbance; inhibition, % at 4.8 µM; AID 588335; 360,000 compounds, 1.2% hits;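 also: 0% = DMSO wells and 100% = wells lacking the enzyme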
# BioA inh: BioA (M. tuberculosis) enzyme inhibition | purified M. tuberculosis BioA enzyme, plate reader | inhibition, % at 9.99 µM | 360,000 compounds, 0.096% hits | AID 602481; in the data active = inhibition above about 40%; inconclusive = no clear call, values can overlap the other calls
# FadD28 binding: blocks FadD28 binding to the bisubstrate probe; fluorescence polarization; inhibition, % at 12.5 µM; 360,000 compounds, 0.22% hits; AID 588549; in the data active = inhibition above about 8.5%, passing the limit was not always enough; inconclusive = no clear call, values can overlap the other calls
# FBA Mtb inh: inhibitors of M. tuberculosis fructose-bisphosphate aldolase; purified M. tuberculosis FBA, fluorescence read-out; 360,000 compounds, 2.3% hits; P9WQA3; inhibition, % at 1 µM; in the data active = inhibition above about 27%;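 also: 0% = vehicle and 100% = reference inhibitor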
# Target sequence (P9WQA3 whole entry, looked up): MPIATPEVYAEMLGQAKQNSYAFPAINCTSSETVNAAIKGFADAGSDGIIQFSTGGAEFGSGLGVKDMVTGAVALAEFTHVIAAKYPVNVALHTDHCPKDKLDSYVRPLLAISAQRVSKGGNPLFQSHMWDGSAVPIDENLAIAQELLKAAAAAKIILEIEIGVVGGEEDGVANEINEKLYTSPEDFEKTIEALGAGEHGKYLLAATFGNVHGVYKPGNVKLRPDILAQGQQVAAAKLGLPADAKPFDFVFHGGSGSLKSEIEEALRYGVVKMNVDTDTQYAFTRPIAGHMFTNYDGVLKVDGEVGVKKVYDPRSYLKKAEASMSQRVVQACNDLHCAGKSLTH
# BoNT A protease: blocks Botulinum neurotoxin A light chain protease; AID 588499; multiplex microsphere protease substrate cleavage, flow cytometry; inhibition, % at 10 µM; 360,000 compounds, 0.17% hits; in the data active = inhibition above about 30%; inconclusive = no clear call, values can overlap the other calls; also: plate controls were buffer without enzyme for full effect and enzyme alone for no effect
# UGM FP inh: inhibitors of M. tuberculosis UDP-galactopyranose mutase; purified UGM, fluorescence polarization probe displacement; inhibition, % at 10 µM; 320,000 compounds, 0.06% hits; AID 504406; in the data active = inhibition above about 10%, passing the limit was not always enough; inconclusive = no clear call, values can overlap the other calls
# Target sequence (P9WIQ1 whole entry, looked up): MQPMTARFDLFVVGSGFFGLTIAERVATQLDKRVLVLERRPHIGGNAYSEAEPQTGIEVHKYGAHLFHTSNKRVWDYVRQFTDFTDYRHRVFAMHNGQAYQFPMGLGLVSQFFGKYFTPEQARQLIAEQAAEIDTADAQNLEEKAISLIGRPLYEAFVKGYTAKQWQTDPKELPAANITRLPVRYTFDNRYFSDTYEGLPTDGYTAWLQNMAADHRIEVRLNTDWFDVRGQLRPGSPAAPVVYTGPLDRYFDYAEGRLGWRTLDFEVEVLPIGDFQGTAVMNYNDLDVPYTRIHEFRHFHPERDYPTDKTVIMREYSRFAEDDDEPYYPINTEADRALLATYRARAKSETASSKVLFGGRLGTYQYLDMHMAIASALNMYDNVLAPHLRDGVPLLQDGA
# BoNT-F LC inh: blocks Botulinum neurotoxin F light chain protease; Multiplex microsphere protease cleavage assay, flow cytometry; inhibition, % at 10 µM; 360,000 compounds, 0.22% hits; AID 588497; in the data active = inhibition above about 35%, passing the limit was not always enough; inconclusive = no clear call, values can overlap the other calls; also: plate controls were buffer without enzyme for full effect and enzyme alone for no effect
# CCHF vOTU inh: blocks the CCHF virus ovarian tumor domain protease; CCHFV vOTU protease, Pep-AMC fluorescence; inhibition, % at 11.5 µM; 370,000 compounds, 0.55% hits; AID 651958; also: 0% = vehicle wells with enzyme and 100% = no enzyme wells
# PrPC surface inh: inhibitors of human cell surface prion protein PrPC; TR-FRET read-out; inhibition, % at 13.8 µM; 370,000 compounds, 0.43% hits; in the data active = inhibition above about 24%; also: 0% = median of the test wells and 100% = reference compound wells
# Starred values were filed as active, the others as inactive; u = inconclusive; x = not tested or not shown; & = joins results of further samples. Rule as the data show it, unless noted: active = inhibition above about 30%; inactive = the rest.
# A first look:
# Below each compound: BoNT-F LC inh, FBA Mtb inh, FadD28 binding, UGM FP inh, GDH-TPI counter, PrPC surface inh, BioA inh, BoNT A protease, CCHF vOTU inh
- C/C(=N\NC(=O)c1cc(-c2cccs2)nc2ccccc12)c1ccccn1
 : 10.1, 33.7*, -2.3, 1.1, 17.8, 5.5, x, 3.1, -35.7
- CC1CCC(NC(=O)CCS(=O)(=O)c2ccc3c(c2)NC(=O)C(C)S3)CC1 (stereo not drawn)
 : -1.0, 5.1, 0.3, 0.2, 17.2, 2.3, 2.1, 0.4, 6.7
- CN1C[C@H]2CON(C)[C@H]2C[C@H]1c1cccc(N2CCOCC2)c1
 : -1.4, -0.4, 0.2, x, 2.7, 5.8, -0.3, -0.5, -12.5

# This part in full, repeating the preview:
# Below each compound: BoNT-F LC inh, FBA Mtb inh, FadD28 binding, UGM FP inh, GDH-TPI counter, PrPC surface inh, BioA inh, BoNT A protease, CCHF vOTU inh
- C/C(=N\NC(=O)c1cc(-c2cccs2)nc2ccccc12)c1ccccn1
 : 10.1, 33.7*, -2.3, 1.1, 17.8, 5.5, x, 3.1, -35.7
- CC1CCC(NC(=O)CCS(=O)(=O)c2ccc3c(c2)NC(=O)C(C)S3)CC1 (stereo not drawn)
 : -1.0, 5.1, 0.3, 0.2, 17.2, 2.3, 2.1, 0.4, 6.7
- CN1C[C@H]2CON(C)[C@H]2C[C@H]1c1cccc(N2CCOCC2)c1
 : -1.4, -0.4, 0.2, x, 2.7, 5.8, -0.3, -0.5, -12.5
- Cc1ccc(CNc2nc(C)cs2)cc1
 : -15.3, -3.6, -1.3, -1.5, 4.2, 0.0, -0.9, -4.4, -9.2
- O=C(COc1ccc(Br)cc1)N(Cc1ccccc1)c1ccccn1
 : 8.2, 1.3, -5.1, x, 0.7, 0.0, 0.5, 0.9, -5.0
- COc1cccc(-c2sc3ccc(OC)cc3c2-c2ccc(OCCN(C)C)cc2)c1
 : -22.0, 1.9, -10.7, -1.7, 12.3, -15.8, -2.2, -1.2, 16.3
- CCN(CC)C(=O)CSc1nnc(-c2cccnc2)n1CCc1ccccc1
 : -6.4, -2.2, -0.6, 1.2, 4.6, 7.7, -1.4, -0.4, 4.2
- COCc1cc(OC(=O)N(C)C)nc(-c2ccc(C)c(Cl)c2)n1
 : u, 1.4, -4.2, -1.0, -14.5, -13.4, 1.7, 3.5, 0.3
- CC(=O)N/C(=C/c1ccc(OS(=O)(=O)c2ccc(C)cc2)cc1)C(=O)NCCCO
 : -5.4, -0.2, -0.5, -0.2, -1.5, -3.6, -1.8, -0.7, -2.6
- O=[N+]([O-])c1ccc(/C=N/n2c(-c3cccnc3)n[nH]c2=S)cc1
 : -0.7, -0.6, -4.3, 0.3, 8.9, 3.1, -0.7, 0.1, 14.8
- COCCn1c(SCC#N)nnc1-c1ccccc1
 : -5.9, 1.5, -1.7, -0.7, -9.5, 6.5, x, 0.1, -10.4
- CCCCC#Cc1cncc(C(=O)NN)c1
 : u, 0.3, -3.0, 0.5, -5.7, -1.8, x, u, -3.4
- CC(=O)c1c(C)[nH]c(C(=O)OCC(=O)Nc2c(C)n(C)n(-c3ccccc3)c2=O)c1C
 : -6.3, 0.4, -5.3, x, -2.1, 6.5, 10.6, -2.2, 16.1
- CC(c1nc2ccccc2c(=O)[nH]1)N1CCOCC1 (stereo not drawn)
 : -1.1, -2.6, 0.9, -3.0, -3.8, -1.9, -0.4, -0.1, -9.3
- O=c1c(Cl)c(NCc2ccccc2Cl)cnn1C12CC3CC(CC(C3)C1)C2
 : 5.6, 1.6, -0.6, 2.9, 6.6, 2.3, x, 0.8, 2.0
- CN(Cc1ccco1)C(=O)C1CCC(=O)N(CCc2cccc(F)c2)C1 (stereo not drawn)
 : -5.8, 4.8, 0.5, 2.1, 8.2, 6.1, 2.2, 1.1, 0.3
- COc1ccccc1CN=Cc1[nH]c2ccc(Br)c(Cl)c2c1O
 : -4.5, 0.2, -4.3, -0.8, 3.7, -5.3, 0.0, 5.4, 2.1
- COCCn1c(=NC(=O)c2cccs2)sc2cc(NC(C)=O)ccc21
 : -5.4, 3.7, 1.3, -2.8, 45.3*, 3.6, x, -0.3, -7.3
- Cc1nc(=S)n(-c2ccccc2)[nH]1
 : u, -2.9, -3.6, 0.7, -1.1, 0.0, -1.3, -0.5, 7.3
- Cc1cc(C)cc(NC(=O)CCNS(=O)(=O)c2ccc3c(c2)oc(=O)n3C)c1
 : 14.4, 1.8, -0.5, -5.0, -1.3, 3.1, x, u, -8.7
- CC(C)SCc1cc(N2CCCC2)nc(-c2ccccc2)n1
 : -1.1, -1.2, 0.3, -2.6, 2.6, 4.4, x, -0.1, 0.4
- COc1ccc(C(=O)c2c3ccccc3[n+]([O-])n2CCCN)cc1
 : 0.0&-7.2, -1.5&-1.1, -3.8&-1.8, 0.5, 10.4&3.6, -6.5&-14.3, 2.9&3.2, 0.0&2.2, -4.4&9.5
- CN(C)N1C(N)=C(C#N)C(c2ccccc2Cl)C2=C1CCCC2=O (stereo not drawn)
 : 0.9, -0.2, -2.7, -3.7, -0.6, -4.2, 1.8, -2.2, -10.1
- O=C(NCCN1CCCC1)c1ccc(Cl)cc1Cl
 : 11.1, 2.7, -3.0, -0.5, -6.8, -1.8, -0.8, -2.8, -5.0
- CCOC(=O)C(C)n1cnc2scc(-c3ccc(C)c(C)c3)c2c1=O (stereo not drawn)
 : u, -0.4, 0.0, -1.3, -0.8, 1.9, 0.1, -1.9, 6.6
- Cc1nc2c(C)cccn2c1/C(O)=C1\C(=O)C(=O)N(CCN(C)C)C1c1cccs1 (stereo not drawn)
 : 10.9, -0.2, -0.5, x, 12.5, 6.1, -0.8, 0.7, 9.4
- Cc1noc(C)c1COC(=O)c1cc(C)n(-c2ccccc2)c1C
 : -1.0, -1.5, -0.6, 1.6, -1.5, 8.8, 1.5, -0.5, 1.7
- COc1ccccc1C(=O)Nc1ccc(S(=O)(=O)Nc2cc(C)nc(C)n2)cc1
 : 5.4, 5.6, -1.8, 1.9, 1.2, 5.6, -0.5, 1.4, -8.6
- COc1cccc(N2CC(C(=O)Nc3nnc(SCC(=O)Nc4cc(C)on4)s3)CC2=O)c1 (stereo not drawn)
 : 0.7, -5.8, -4.9, -1.7, -8.8, -1.1, -0.1, -0.1, -5.7
- C=CCNC(=O)/C(C#N)=C/c1ccccc1OCc1ccc(C(=O)OC)cc1
 : 0.1, -1.8, -5.9, 2.1, 5.2, -1.8, x, 0.3, 9.8
- CN1C(=O)C(O)(CC(=O)/C=C\c2ccc3c(c2)OCO3)c2ccccc21 (stereo not drawn)
 : 2.4, 0.9, -0.5, -0.1, 14.5, 5.7, -0.7, -0.1, -2.3
- CN(C)Cc1c(C(=O)N/N=C/c2cccc(OCc3c(F)cccc3Cl)c2)nnn1-c1nonc1N
 : -3.0, -0.6, -2.8, -1.8, -9.8, -2.0, -2.6, -0.4, 11.2
- CCSc1nnc(NC(=O)c2nc(-c3ccccc3)n(-c3ccccc3)n2)s1
 : -9.6, -1.9, -1.2, 7.5, 12.4, 1.3, 0.3, -0.2, 12.3
- CC1CC1C(=O)OCC(=O)Nc1cccc(S(=O)(=O)NC2=NCCCCC2)c1 (stereo not drawn)
 : -0.1, -0.9, -2.5, -0.8, -1.4, 1.8, -3.2, -0.5, -5.2
- O=C(NCCc1ccccc1)c1cc(-c2ccco2)on1
 : -2.7, 1.1, -1.9, -0.7, 7.1, 15.6, -1.8, -0.4, 10.6
- O=C(CSc1cn(CCNC(=O)c2cccs2)c2ccccc12)NCC1CCCO1 (stereo not drawn)
 : -2.7, -2.0, -1.6, 4.5, -5.8, 6.5, 2.2, 0.2, -3.1
- COc1ccc(OC)c(/C=C/C(=O)Nc2ccc3c(c2)CCC3)c1
 : -4.2, 2.6, -0.6, 0.6, 25.4, 7.4, 0.3, -0.1, 10.8
- CC1OC(Oc2c(-c3cc(O)c(O)c(O)c3)oc3cc(O)cc(O)c3c2=O)C(O)C(O)C1O (stereo not drawn)
 : 2.7, -2.3, 1.2, x, 13.2, -4.4, 0.8, -0.6, 2.3
- CCC1CCCCN1C(=O)CSc1nnc(-c2c[nH]c3ccccc23)o1 (stereo not drawn)
 : -13.7, 2.7, -1.1, -2.2, 4.1, 2.2, 0.5, -3.2, 13.8
- COc1ccc(C(=O)Nc2nnc([C@@H]3C[C@H](O)[C@@H](CO)O3)s2)cc1
 : -2.3, 1.3, -2.8, x, 17.7, -0.7, 0.7, -0.2, -11.4
- CCOc1cc(/C=N/NC(=O)C(=O)NCC2CCCO2)ccc1OCC(=O)N1CCOCC1 (stereo not drawn)
 : 0.9, -0.8, -0.7, 0.1, 21.4, 2.1, -0.7, 0.2, -4.1
- CC(=O)N1CCc2cc(Br)cc(S(=O)(=O)NCc3ccc(Cl)cc3)c21
 : -5.9, 2.8, -4.5, -2.0, 0.0, 2.7, x, -7.0, 4.2
- O=C(CCn1c(=O)sc2ccccc21)Nc1ccon1
 : 6.1, 1.1, -0.9, 2.0, -0.6, -6.5, 2.6, -0.3, -9.2
- O=C(c1ccc(Cn2cc([N+](=O)[O-])cn2)o1)N1N=C(C(F)F)CC1(O)C(F)F (stereo not drawn)
 : 4.3, -1.2, -1.5, 4.3, 12.0, x, -6.1, 3.5, x
- CCc1nonc1NC(=O)c1oc2ccccc2c1C
 : 3.3, -2.8, -4.2, 2.1, 0.0, 7.7, -1.2, 1.0, -10.8
- CCCC(=O)NC(c1ccc(OCC)cc1)c1ccc(OC)c(OC)c1 (stereo not drawn)
 : 0.4, 155.7*, 0.0, 1.0, 10.3, 7.6, -4.7, 0.3, -12.3
- Oc1cccc(/C=N/Nc2cc(N3CCCC3)nc(N3CCCC3)n2)c1
 : -9.1, -1.2, -2.8, 1.3, 4.8, -8.6, x, 0.3, 13.6
- CC1=NNC(=O)/C1=C\c1cn(-c2ccccc2)nc1-c1ccccc1
 : 0.4, -3.9, -4.2, -1.0, 9.2, 5.3, x, 0.0, 26.0
- Nc1c(C(=O)O)cnc2c(-c3ccc(Cl)cc3)cnn12
 : -7.9, 12.3, -0.7, -0.5, 3.2, -2.2, 4.2, -0.8, 7.3
- COc1ccccc1-c1nc2cc3ccccc3cc2nc1-c1ccccc1
 : 10.1, -6.8, -3.4, 3.2, -6.1, 2.6, x, 47.5*, 6.5
- CCOC(=O)N1CCN(C(=O)CNC(=O)c2ccc(Br)o2)CC1
 : u, 3.1, -0.6, -0.2, -4.5, -8.0, -1.6, -4.4, 12.5
- CC(C)Sc1nc2c(c(=O)[nH]c(=O)n2C)n1CC(O)COc1ccccc1 (stereo not drawn)
 : 4.1, 4.0, -0.6, -1.7, 5.5, 12.0, -2.2, -0.7, 0.2
- COc1ccccc1-n1nnnc1SCC(=O)Nc1ccc(C)c(N)c1
 : u, 3.1, -2.1, -0.4, -3.2, 5.8, -2.2, -3.4, -2.7
- CC(C)c1nc2c(s1)CCc1onc(-c3cccc([N+](=O)[O-])c3)c1-2
 : -6.9, -1.9, -4.5, -0.2, 4.9, -5.5, 0.5, -0.5, -10.8
- CCOc1ccccc1NC(=O)NC(=O)N(C)S(=O)(=O)c1ccc(C)cc1
 : -0.9, -2.1, -6.0, 1.2, -4.6, -6.4, x, -0.3, 8.7
- O=C(Nc1nncs1)C1CC(=O)N(CCc2ccc(F)cc2)C1 (stereo not drawn)
 : 3.3, -1.3, -2.9, -1.6, 5.2, 1.6, 4.2, -0.6, 10.4
- CNc1oc(-c2ccco2)nc1C#N
 : -9.2, 67.6*, -2.2, -1.5, 9.2, 2.1, x, 0.0, -10.8
- CC(=O)N1CCOc2ccc(S(=O)(=O)N3CCC(C(=O)Nc4cc(C)ccc4C)CC3)cc21
 : -2.0, -4.1, -1.4, -2.8, -11.1, -1.2, 0.0, -0.4, 7.0
- N#Cc1c(C(F)(F)F)cc(-c2ccccc2)nc1SCc1nc(N)nc(N2CCOCC2)n1
 : 10.4, 1.1, -0.1, 2.0, 9.7, -5.0, 1.0, 1.9, 0.7
- O=C(Nc1cccc2ccccc12)N1CC=CCC1
 : 0.6, 40.4*, 0.5, -1.2, -6.3, 1.1, 0.0, -0.2, -9.7
- Cc1nc(CS(=O)(=O)c2ccc(Cl)cc2)cc(Sc2ccc(Cl)cc2)n1
 : -10.9, 0.7, -3.0, 0.9, 3.4, -12.9, x, 0.0, 1.9
- NC(=O)CN1CCN(Cc2ccc3c(c2)OCO3)CC1
 : x, 1.7, -3.1, 0.1, 0.0, -2.0, -2.2, x, 3.9

# Assay outcomes as filed in PubChem BioAssay.
